# Source: PubChem BioAssay (several laboratories)
# M18AAP inhibitor = PfM18AAP enzyme inhibition. AID 1822. recombinant PfM18AAP, H-Glu-NHMec fluorogenic cleavage. 290,000 compounds, 1.2% hits. inhibition, % at 7.35 µM;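 active = inhibition above the campaign mean inhibition over all tested compounds plus 3 SD, cut at about 28% in these data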;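 note: 0% = plate median of test compound wells and 100% = 2 mM ZnCl2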
# IDE inh = cellular human IDE inhibition; inhibition, % at 5.59 µM; HEK cells, FAbetaB cleavage, fluorescence polarization; 320,000 compounds, 0.41% hits; P14735;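 active = percent inhibition above the average of all tested compounds plus 3 SD, set per screening campaign, cut at about 16% in these data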;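 note: IDE supplied by intact live HEK cells; FP after avidin binding of uncleaved biotin substrate so inhibition keeps polarization high; 0% = DMSO wells and 100% = 60 µM reference IDE inhibitor Ii1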
# IDE act = activators of human insulin-degrading enzyme in cells; P14735; HEK cells, FAbeta-B cleavage, fluorescence polarization; 0% vehicle, 100% cell-free pure enzyme wells; activation, % at 5.96 µM; 340,000 compounds, 0.073% hits; AID 493087;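 active = activation above the mean of all tested compounds plus 3 SD, set per screening campaign, cut at about 17% in these data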
# MEKK2 WT-MEK5 = raises or lowers MEK5 binding to wildtype human MEKK2 PB1 domain; Q9Y2U5; bead flow cytometry, Alexa488-MEK5 binding to MEKK2 WT; actives lie on both sides; binding response (% of control), % at 10 µM; 290,000 compounds, 1.1% hits; in the data active = binding response below about 67% or above about 130%
# NALP1 inh = inhibitors of NALP1 inflammasome in yeast; S. cerevisiae NALP1/ASC/caspase-1 growth, X-gal OD620, 72 h; inhibition, % at 10 µM; 280,000 compounds, 0.61% hits; in the data active = inhibition mostly above about 24%, no sharp cut-off; inactive = mostly below about 32%; note: some compounds called inactive have numbers as strong as hits
# SUMO HTRF inh = inhibitors of human SUMOylation (UBC9) | AID 2006 | HTRF SUMOylation assay, SAE1/SAE2 + UBC9, in vitro | P63279 | 290,000 compounds, 0.36% hits | inhibition, % at 35 µM; in the data active = inhibition above about 50%, passing the limit was not always enough; note: strong numbers were not always called active
# Target sequence (P63279 whole entry, looked up): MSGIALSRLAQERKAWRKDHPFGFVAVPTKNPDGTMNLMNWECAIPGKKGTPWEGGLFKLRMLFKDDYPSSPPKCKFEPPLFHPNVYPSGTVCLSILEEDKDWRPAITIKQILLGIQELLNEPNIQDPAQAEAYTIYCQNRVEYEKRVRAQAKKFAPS
# MEKK2 mut-MEK5 = signal of MEK5 binding to mutant human MEKK2 PB1 domain. bead flow cytometry, Alexa488-MEK5 binding to MEKK2 mutant. percent response, % at 10 µM. 290,000 compounds, 0.35% hits; in the data active = percent response above about 24%, passing the limit was not always enough; note: inactives centre near 1; some results filed as inactive read as strong as hits; reference of the scale not given here
# pCIP destab = compounds decreasing mouse p/CIP protein stability; Q05BA5; decrease of EGFP signal, % at 10 µM; AID 1984; 290,000 compounds, 0.01% hits; F442A p/CIP-EGFP cells, EGFP fluorescence, 16 h;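 active = EGFP signal decrease of at least 30% at 10 µM or well 3 SD below plate mean, unless failing retest; inactive = the rest, including hits failing retest or dose response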; note: some compounds called inactive have numbers as strong as hits; many of its hits are not listed in these tables
# MEKK3 PB1 HTS = MEKK3-MEK5 PB1 interaction, increase or decrease. bead-based flow cytometry, Alexa488-MEK5 binding to MEKK3; actives lie on both sides; 0 = blocked by unlabeled MEK5, 100 = vehicle. Q99759. 290,000 compounds, 1.4% hits. binding response (% of control), % at 10 µM;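 active = binding response more than 3 SD above or below the average of its plate-row segment, actives on both sides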;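 note: Alexa488 bead fluorescence after subtracting the streptavidin-only scavenger bead signal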
# Target sequence (Q99759 whole entry, looked up): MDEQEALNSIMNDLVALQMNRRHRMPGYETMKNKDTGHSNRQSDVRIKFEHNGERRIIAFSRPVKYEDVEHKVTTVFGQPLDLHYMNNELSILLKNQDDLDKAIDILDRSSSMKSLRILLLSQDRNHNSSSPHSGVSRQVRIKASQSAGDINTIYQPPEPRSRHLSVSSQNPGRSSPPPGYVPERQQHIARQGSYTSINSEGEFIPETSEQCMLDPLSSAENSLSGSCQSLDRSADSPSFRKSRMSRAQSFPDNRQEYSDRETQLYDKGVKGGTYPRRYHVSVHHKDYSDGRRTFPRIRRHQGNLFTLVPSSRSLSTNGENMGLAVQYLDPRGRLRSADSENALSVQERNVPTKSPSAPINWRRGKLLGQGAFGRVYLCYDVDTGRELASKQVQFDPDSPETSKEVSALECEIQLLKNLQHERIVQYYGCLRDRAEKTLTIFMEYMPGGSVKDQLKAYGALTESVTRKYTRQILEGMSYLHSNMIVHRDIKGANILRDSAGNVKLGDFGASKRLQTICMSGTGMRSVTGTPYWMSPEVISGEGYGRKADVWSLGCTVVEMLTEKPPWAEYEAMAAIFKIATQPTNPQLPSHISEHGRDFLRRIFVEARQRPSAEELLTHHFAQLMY
# An asterisk follows results filed as active; . = not tested or not shown; & = joins results of further samples.
SMILES,M18AAP inhibitor,IDE inh,IDE act,MEKK2 WT-MEK5,NALP1 inh,SUMO HTRF inh,MEKK2 mut-MEK5,pCIP destab,MEKK3 PB1 HTS
CCN(CC)CCn1c(=S)[nH]c2ccccc2c1=O,3,-2,2,102,-4,11,6,2,103
Cc1cccc(NC(=S)NC(=O)/C=C/c2ccco2)c1,4,6,0,98,1,16,-2,6,96
Cc1ccc(N=Nc2ccc(N)cc2C)c(S(N)(=O)=O)c1,-1,8,0,102,28,5,2,-3,97
Cc1ccccc1OCC(=O)Nc1ccc2c(c1)OCO2,3,-3,-2,.,18,18,.,-3,.
CCOC(=O)c1c(C)nc(C)c(C(=O)OCC)c1-c1ccc(OC)cc1,-9&-2,2,7,82,-7&33,-6&-5,-25,-9&2,87
CCCC(=O)NCCc1ccc(S(N)(=O)=O)cc1,3,3,4,103,38,-8,1,-11,101
NC(=O)C1(N2CCCCC2)CCN(C(=O)c2cccn3c(=O)c4cc(Cl)ccc4nc23)CC1,-8,9,-16,.,4,40,.,-3,.
CC(=O)Nc1ccc(S(=O)(=O)NCc2ccc(C(=O)NC(C)c3ccccc3)cc2)cc1 (stereo not drawn),-8,4,3,95,6,1,-4,3,86
Cc1ccc(CN2CCN(C/C(Cl)=C/c3ccccc3)CC2CCO)o1 (stereo not drawn),-10,-1,4,101,3,6,-3,-12,108
Cc1c(N=C2NC(=O)C(CC(=O)Nc3ccc(Cl)cc3)S2)c(=O)n(-c2ccccc2)n1C (stereo not drawn),11,0,4,99,-2,-7,-2,-2,98
O=C(N=C1SC2CS(=O)(=O)CC2N1Cc1ccc(F)cc1)C1CCCO1 (stereo not drawn),4,3,-8,106,2,21,9,4,104
NC(=O)c1ccc(NC(=O)COc2cccc3ccccc23)cc1,3,0,-3,95,2,11,0,-5,99
CC1CCCCN1C(=O)CSc1nc(N)cc(=O)[nH]1 (stereo not drawn),-7,1,-1,102,6,3,-2,2,100
O=C(Cn1c2ccc(F)cc2c2nc3n(c(=O)c21)CCS3)NC1CCCC1,0,-3,4,104,16,18,6,5,102
COc1cc2sc(C)nc2cc1C,0,9,-18,96,-7,14,-4,-5,95
COc1cccc(CNc2ccc3c(c2)ncn3C)c1OC,12,.,3,103,12,5,-1,-10,97
COc1cc(CNCCc2ccccc2)ccc1OCC(=O)NC(C)(C)C,-4,1,4,107,16,22,4,-31,105
COc1cccc(C2c3[nH]c4ccccc4c3C[C@H]3C(=O)N(C4CC4)CC(=O)N23)c1 (stereo partly drawn),-1,-8,-4,101,6,7,8,-8,110
COc1cc(C(=S)N2CCCC2)ccc1OCC(N)=O,-6,5,6,100,6,-3,3,0,95
Nc1ccc2nc(-c3cc(Cl)c(N)c(Cl)c3)[nH]c2c1,12,2,-4,89,16,1,-4,-17,85
COc1cc(/C=C(\C#N)C(=O)Nc2cccc(C(=O)O)c2)ccc1OCc1ccc(C)cc1,-2,-2,5,99,-6,20,4,-6,104
COc1cc(CN(C(=S)NCC(=O)NC2CC2)C2CCCC2)cc(OC)c1OC,3,-10,4,103,30,-9,-2,-1,100
Cc1cccnc1NC(=O)CCCN1C(=O)c2ccccc2C1=O,-1,-2,2,97,26,22,-3,-2,96
O=C(CN1C(=O)CC(c2ccco2)Sc2ccccc21)NCc1ccc2c(c1)OCO2 (stereo not drawn),-11,-2,-8,.,33,2,.,1,.
O=C(Nc1cccc(C(=O)O)c1)/C(=C\c1ccccc1)NC(=O)c1ccccc1,-3,-3,-1,96,-1,9,-8,14,85
# Following part
SMILES,M18AAP inhibitor,IDE inh,IDE act,MEKK2 WT-MEK5,NALP1 inh,SUMO HTRF inh,MEKK2 mut-MEK5,pCIP destab,MEKK3 PB1 HTS
CCOc1cccc(/C(O)=C2/C(=O)C(=O)N(Cc3ccco3)C2c2ccncc2)c1 (stereo not drawn),6,4,7,108,-7,25,1,-12,108
O=C(Nc1ccc(Cl)cc1)NC1CCCc2ccccc21 (stereo not drawn),-12,2,2,98,7,20,-2,-6,93
COc1cccc(CNC(=O)C(CC(C)C)NC(=O)c2ccccc2C)c1 (stereo not drawn),5,7,8,98,1,-16,0,0,97
O=S(=O)(O)c1nc2ccccc2n1Cc1ccccc1,-3,1,2,.,24,20,.,-6,.
CCOc1ccc(-n2nnnc2SCC(=O)Nc2ccc(NC(C)=O)cc2)cc1,2,5,-2,103,5,8,4,-6,104
NS(=O)(=O)c1ccc(CCNc2nc(CN3CCCCC3)nc3sc4c(c23)CCC4)cc1,-3,-5,2,109,17,28,7,0,99
Nc1nc(Nc2cccc3ccccc23)nc(C2CCCC2=O)n1 (stereo not drawn),1,1,.,.,8,10,.,-7,.
O=S(=O)(Nc1cccc(C(F)(F)F)c1)c1cnc[nH]1,0,2,5,106,-4,18,5,-2,108
O=C(O)C(c1ccccc1)C1(O)CCCC1 (stereo not drawn),3,-2,-1,108,0,9,3,-9,101
COc1ccc(C(=O)Nc2ccc(NC(=O)c3ccccc3OC)nc2)cc1,-7,6,1,110,24,9,9,-17,106
COc1ccc(N2CCN(C(=O)CCCOc3cc(=O)n(C)c4ccccc34)CC2)cc1,0,2,0,97,22,-12,-2,-31,101
S=C(Nc1ccc(Cl)cc1Cl)Nc1ccccc1Oc1ccccc1,0,0,-1,100,9,-9,0,-5,99
COC(=O)c1ccc(-c2ccc(C(c3c(C)[nH][nH]c3=O)c3c(C)[nH][nH]c3=O)o2)cc1,10,-1,9,86,19,28,-12,-10,95
C=CCNC(=O)/C(C#N)=C/c1c(N(Cc2ccccc2)Cc2ccccc2)nc2ccccn2c1=O,2,-4,1,97,25,-12,0,-4,123
O=S(=O)(c1ccc2c(c1)OCCO2)N1CCC(c2nc3ccc(Cl)cc3[nH]2)CC1,0,9,-16,100,17,13,2,-6,102
COc1ccc(-n2c(-c3ccco3)n[nH]c2=S)cc1,10,2,-20,92,-7,-5,-4,7,93
CCOCC(=O)Nc1nnc(C2CCCCC2)s1,9,3,1,102,-10,-5,1,-15,102
Cc1nc(N2CCOCC2)nc2c1CCCC2,-1,-5,4,102,1,-5,0,4,105
O=C(Cc1n[nH]c(=O)c2ccccc12)Nc1cccc(S(=O)(=O)N2CCCC2)c1,4,5,4,81,5,13,-15,3,83
Nc1nc(Br)c2c(F)cccc2c1-c1ccc(Cl)cc1,2,-3,12,100,18,-2,5,-2,100
Cc1ccc(S(=O)(=O)N2CCN(c3nccnc3C#N)CC2)cc1,-16,3,7,92,20,24,-13,-9,93
C=CCSc1nnc(-c2c[nH]c3ccccc23)n1CCOC,1,-5,-4,94,-20,10,-3,7,95
Cc1ccc(S(=O)(=O)N2CCOCC2)cc1NC(=O)COC(=O)c1ccccc1OCc1c(C)noc1C,-1,0,7,105,22,3,4,5,105
O=C(O)[C@@H]1Cc2c([nH]c3ccccc23)C2CCC(=O)N21 (stereo partly drawn),4,1,0,102,-23,-15,3,11,105
COc1ccc(C2C(C#N)=C(N)OC3=C2C(=O)CC(C)(C)C3)cc1OC (stereo not drawn),-6,-1,6,96,5,7,-2,-4,103

# Three of these compounds in another layout.
COc1cc(C(=S)N2CCCC2)ccc1OCC(N)=O
  M18AAP inhibitor: -6
  IDE inh: 5
  IDE act: 6
  MEKK2 WT-MEK5: 100
  NALP1 inh: 6
  SUMO HTRF inh: -3
  MEKK2 mut-MEK5: 3
  pCIP destab: 0
  MEKK3 PB1 HTS: 95

O=C(O)C(c1ccccc1)C1(O)CCCC1 (stereo not drawn)
  M18AAP inhibitor: 3
  IDE inh: -2
  IDE act: -1
  MEKK2 WT-MEK5: 108
  NALP1 inh: 0
  SUMO HTRF inh: 9
  MEKK2 mut-MEK5: 3
  pCIP destab: -9
  MEKK3 PB1 HTS: 101

NC(=O)C1(N2CCCCC2)CCN(C(=O)c2cccn3c(=O)c4cc(Cl)ccc4nc23)CC1
  M18AAP inhibitor: -8
  IDE inh: 9
  IDE act: -16
  MEKK2 WT-MEK5: .
  NALP1 inh: 4
  SUMO HTRF inh: 40
  MEKK2 mut-MEK5: .
  pCIP destab: -3
  MEKK3 PB1 HTS: .

# Rewritten with bars between the fields: entries from further up
canonical_smiles | M18AAP inhibitor | IDE inh | IDE act | MEKK2 WT-MEK5 | NALP1 inh | SUMO HTRF inh | MEKK2 mut-MEK5 | pCIP destab | MEKK3 PB1 HTS
O=C(Cn1c2ccc(F)cc2c2nc3n(c(=O)c21)CCS3)NC1CCCC1 | 0 | -3 | 4 | 104 | 16 | 18 | 6 | 5 | 102
COc1cc2sc(C)nc2cc1C | 0 | 9 | -18 | 96 | -7 | 14 | -4 | -5 | 95
COc1cccc(CNc2ccc3c(c2)ncn3C)c1OC | 12 | . | 3 | 103 | 12 | 5 | -1 | -10 | 97
COc1cc(CNCCc2ccccc2)ccc1OCC(=O)NC(C)(C)C | -4 | 1 | 4 | 107 | 16 | 22 | 4 | -31 | 105

# Next section.
SMILES,M18AAP inhibitor,IDE inh,IDE act,MEKK2 WT-MEK5,NALP1 inh,SUMO HTRF inh,MEKK2 mut-MEK5,pCIP destab,MEKK3 PB1 HTS
Cc1ccc(N2CCN(C(=O)c3ccccc3)CC2)c(C)c1,6,2,-4,104,6,4,4,3,103
CCN1C(=O)N(c2ccc(Cl)cc2)C(C)=CC1(C)C,-1,-11,5,99,27,22,3,-9,102
CCOC(=O)c1c(NC(=O)CN2CCOCC2)sc2c1CCCC2=O,1,4,-3,97,4,25,2,1,99
O=C(NCCSc1ccccc1)c1ccccc1,6,4,0,100,-3,7,1,4,94
O=c1[nH]c2ccc(Br)cc2c(-c2ccccc2)c1N1CCOCC1,-2,-2,6,.,36,11,.,-3,.
CC(CO)N1CCS(=O)(=O)CC1 (stereo not drawn),-1,1,3,106,5,8,3,-5,106
O=C(CSc1nc(-c2ccco2)cc(C(F)(F)F)n1)NCc1cccs1,2,2,-1,91,1,-8,-11,-4,90
CCOc1ccc(/C(O)=C2/C(=O)C(=O)N(CC3CCCO3)C2c2ccc(C)o2)cc1 (stereo not drawn),-2,-2,10,98,0,11,-2,-13,94
O=[N+]([O-])c1cc([N+](=O)[O-])c(Oc2cccc(Cl)c2Cl)cc1NN1CCCCC1,4,-2,-3,96,14,-2,-2,-4,103
COc1ccc(/C=C(/NC(=O)c2ccccc2OC)C(=O)Nc2ccc(C(=O)O)cc2)cc1,-14,-6,3,101,12,10,5,-28,104
CCCCN1CC[C@H]2C=CC[C@@H](C(=O)Nc3ccc(OC)cc3)[C@H]2C1=O,.,0,3,101,.,.,4,.,102
Cc1c(C)c2ccc(OCC(=O)N3CCN(c4cccc(Cl)c4)CC3)cc2oc1=O,0,10,-5,92,8,3,-2,5,98
COc1ccc(-c2cc(-c3cc(C)ccc3O)[nH]n2)cc1,5,2,1,99,-10,-17,-8,-8,101
COCCNC(=O)C(c1cccs1)N(C(=O)Cn1nnc2ccccc21)c1cccc(C)c1 (stereo not drawn),-2,3,1,104,11,26,2,-7,102
CC1(C(=O)NCc2cccnc2)CCC(=O)N1Cc1cccs1 (stereo not drawn),0,-1,4,.,20,1,.,-8,.
CCN(CCCNC(=O)C1CCCN(S(=O)(=O)CC)C1)c1cccc(C)c1 (stereo not drawn),47*,6,2,101,2,25,0,3,99
Cc1cc(C)nc(NC(=O)Cc2ccc([N+](=O)[O-])cc2)c1,3,3,-6,110,27,-3,0,-5,113
NNC(=O)c1ccccc1CO,.,6,.,110,.,.,4,.,103
C/C(CC(=O)NC(C)(C)C)=N\NC(=O)c1ccco1,-6,-1,1,110,29,-7,0,0,140*
O=C(O)Cn1c(=O)c2c(c3ccccc31)CCC2,-1,6,0,111,1,13,10,1,104

# Only part of the results is shown, so the mix of outcomes need not match the whole.
